M. tuberculosis = growth inhibition of non-replicating M. tuberculosis (AID 488890); Mycobacterium tuberculosis non-replicating, growth inhibition; higher % means a stronger effect; inhibition, % at 25 µM; hits with a dose series show IC50 in µM; 320,000 compounds, 0.39% hits; in the data active = a potency from the dose series; inconclusive = inhibition mostly from about 82% at the one dose, without a potency; inactive = the rest, 99 in 100 with inhibition below about 76%;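 also: plate controls were DMSO cells for no effect and high antibiotic wells for full effect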
M. tuberculosis HTS = M. tuberculosis growth inhibition, HTS (AID 449762); M. tuberculosis H37Rv growth inhibition, 7H9 media; higher % means a stronger effect; one-dose inhibition, % at 25 µM; IC50 in µM for titrated hits; 330,000 compounds, 0.59% hits; in the data active = a potency from the dose series; inconclusive = inhibition above about 70% without an active follow-up result;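 also: bacterial growth assessed after seven days of incubation; strong numbers were not always called active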
PhoP GFP inhibition = PhoP regulon inhibitors, Salmonella typhi PhoP promoter GFP reporter, confirmatory (AID 1850); 310,000 compounds, 0.33% hits; inhibition, % at 50 µM, or IC50 in µM where a hit was titrated; Salmonella Typhi PhoP-promoter GFP reporter, fluorescence, 4 h; higher % means a stronger effect; in the data active = a potency from the dose series; inconclusive = inhibition mostly from about 25% at the one dose, without a potency; inactive = the rest, 99 in 100 with inhibition below about 19%;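 also: 0% = induced wells with vehicle and 100% = uninduced wells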
inhibitors of VEEV = inhibitors of VEEV TC-83 cytopathic effect, confirmation, Vero cells (AID 588727) | Vero cells, VEEV TC-83 cytopathic effect inhibition; higher % means a stronger effect | inhibition, % at 20 µM, or IC50 in µM where a hit was titrated | 350,000 compounds, 0.13% hits; in the data active = a potency from the dose series; inconclusive = inhibition mostly from about 14% at the one dose, without a potency; inactive = the rest, 99 in 100 with inhibition below about 12%; also: strong numbers were not always called active
influenza NS1A = NS1A inhibition, H1N1 influenza, cell based functional assay (AID 504329). 340,000 compounds, 0.3% hits. one-dose inhibition, % at 12.5 µM; IC50 in µM for titrated hits. NS1A functional cell-based assay, percent inhibition; higher % means a stronger effect; in the data active = a potency from the dose series; inconclusive = inhibition above about 27% without an active follow-up result; also: strong numbers were not always called active
inhibitors of VEEV 10K pilot screen = recorded beside inhibitors of VEEV, whose call it bears; inhibition, %; measured here: 10K pilot screen inhibition
Starred values were filed as active, the others as inactive; i = inactive; ? = inconclusive; . = no result given.

SMILES	M. tuberculosis	M. tuberculosis HTS	PhoP GFP inhibition	inhibitors of VEEV	influenza NS1A	others
Cc1ccc(S(=O)(=O)NCCNC(=O)CN2CCOCC2)cc1	-3%	0%	3%	0.7%	3%
Cc1csc(N/N=C/c2c(F)cccc2Cl)n1	55%	63%	-14%	0.8%	-5%
CCN(CC)S(=O)(=O)c1ccc(NC(=O)c2ccccc2N(C)S(C)(=O)=O)cc1	-12%	-11%	-4%	2.0%	2%
CC(=O)Nc1ccc2c(c1Br)Cc1ccccc1-2	.	.	.	4.4%	5%
CCNc1nc(NCC)nc(OCCNS(=O)(=O)c2cc(C)ccc2C)n1	2%	-11%	-8%	4.0%	3%	inhibitors of VEEV 10K pilot screen=1.1
CC1CCC(NC(=O)CCCn2sc3ccccc3c2=O)CC1 (stereo unspecified)	26%	-2%	8%	2.8%	6%
COc1cc(OC)c(C(=O)Nc2cccc3ccccc23)cc1OC	68%	18%	7%	0.4%	-27%
Cc1ccc(-c2nn(-c3ccccc3)cc2C(=O)NN2CCN(C)CC2)cc1	-2%	-4%	2%	0.3%	6%
CCCCn1c(SCC(=O)N2CC(=O)Nc3ccccc32)nnc1-c1ccoc1C	4%	-1%	8%	1.7%	-1%
COc1cccc(Oc2cn[nH]c2-c2ccc(O)cc2O)c1	-6%	-9%	-3%	0.5%	3%
Cc1coc2c(C)c3oc(=O)c(CCC(=O)N[C@@H](C)C(=O)N[C@@H](Cc4ccccc4)C(=O)O)c(C)c3cc12	40%	-8%	3%	2.3%	-8%
Cc1ccc(S(=O)(=O)NC(=O)c2ccccc2C)cc1	9%	-4%	3%	2.3%	-3%
O=C(COc1ccccc1)Nc1nn[nH]n1	-7%	-2%	-5%	i	-5%
O=c1[nH]c(C2CCN(S(=O)(=O)c3cccc(C(F)(F)F)c3)CC2)nc2c1nnn2Cc1cccc(F)c1	42%	-9%	2%	0.4%	10%
Cc1ccc(C)c(S(=O)(=O)Nc2cccc(-n3cnnn3)c2)c1	20%	2%	-9%	3.0%	2%
COc1ccc(/C(O)=C2/C(=O)C(=O)N(CCN(C)C)C2c2cccnc2)cc1OC (stereo unspecified)	10%	3%	-9%	i	4%
CC(=O)N/C(N)=N/c1nc(=O)c2ccccc2s1	9%	-3%	-7%	i	-13%
Cc1cc(NC(=O)CSc2nnc(-c3ccccc3F)n2N)no1	2%	-5%	.	2.0%	3%
COc1ccc2c(-c3ccc(SC)cc3)c(-c3ccc(S(C)(=O)=O)cc3)sc2c1	18%	4%	.	0.8%	-1%
COCCN(CC(=O)NC1CCCCC1)C(=O)c1csnn1	4%	14%	8%	i	-7%
CC1CCCCC1NC(=O)COC(=O)COc1ccc(Cl)cc1 (stereo unspecified)	21%	7%	10%	i	-6%
CC(C)(C)C(=O)O/N=C(\N)c1ccc(Oc2cc(Cl)cc(Cl)c2)c([N+](=O)[O-])c1	-5%	1%	4%	i	1%
O=C(CS(=O)(=O)c1ccccc1)Nc1ccc(Cl)cn1	8%	-24%	0%	5.4%	-7%
Cc1sc2nc(CSCC(=O)NC3(C#N)CCCCC3)[nH]c(=O)c2c1C	7%	1%	.	3.7%	-7%
CCC(Sc1nc2cc(OC)c(OC)cc2c(=O)n1CCc1ccc(OC)c(OC)c1)C(=O)NCCOC (stereo unspecified)	-11%	1%	-2%	9.3%	8%
Cc1ccc([C@@H]2CC=C(C(=O)O)[C@H](c3ccc(Br)cc3)N2S(=O)(=O)c2ccccc2C)cc1	68%	4%	.	i	-9%
CCOC(=O)c1c(C)[nH]c(C(=O)COC(=O)c2ccccc2NC(=O)c2ccco2)c1C	3%	2%	-5%	6.6%	5%
NC(=O)c1ccc(NC(=O)COC(=O)C2(c3ccccc3F)CCCC2)cc1	20%	4%	-14%	0.9%	4%
C=C1CSc2nc(=O)c3c4c(sc3n21)CCCC4	-13%	1%	-12%	2.3%	-25%
Cc1c(/C=N/NC(=O)COc2ccccc2[N+](=O)[O-])c2ccccc2n1C	-15%	-5%	-7%	0.3%	2%
CCC(=O)Nc1c(S(=O)(=O)c2ccccc2)c2nc3ccccc3nc2n1Cc1ccccc1	10%	-1%	-2%	3.4%	14%
CC(=O)c1ccc(NC(=O)c2cc(CC(C)C)nc3ccccc23)cc1	19%	2%	4%	5.2%	3%
Cc1ccc(C)c(OCCC(=O)Nc2ccccc2C(=O)NC2CC2)c1	-4%	3%	.	0.4%	4%
COc1cccc(-c2nc(S(=O)(=O)c3ccccc3)c(N3CCOCC3)o2)c1	5%	-4%	2%	i	9%
COc1cc(SC)ccc1C(=O)NCCOc1c(C)cc(C)cc1C	14%	-10%	-11%	i	0%
O=[N+]([O-])c1ccc(O)c(/C=N/n2c(-c3ccccc3)n[nH]c2=S)c1	-13%	2%	1%	i	-1%
CC(C)Cc1cc(C(=O)Nc2ccc(Br)cc2)no1	?	?	1%	1.5%	-16%
Cc1nn(-c2ccc(Cl)nn2)c(=O)c2ccccc12	-7%	-1%	2%	1.5%	-5%
CCCCCc1cc(=O)oc2c(C(CCN3CCCCC3)c3ccc(OC)cc3)c(OC)cc(OC)c12 (stereo unspecified)	?	?	1%	i	19%
O=c1c2ccccc2nc(-c2ccccc2Cl)n1O	11%	1%	7%	0.5%	-1%	inhibitors of VEEV 10K pilot screen=0.4
CCOC(=O)C1CCN(C(=O)C2CCN(S(=O)(=O)c3c(C)noc3C)CC2)CC1	-18%	-12%	-9%	1.6%	-4%
CC1(C)Nc2ccc(O)cc2-c2c1ssc2=S	?	-3%	2%	4.4%	19%
COc1ccc(C(=O)N2[C@@H](C(C)C)COc3cc(Br)ccc3S2(=O)=O)cc1	.	.	.	i	-4%
CCOc1ccc(Br)cc1S(=O)(=O)NC1=NCCCCC1	15%	3%	.	i	-1%
Cc1nn(CC2CC2)c(=O)n1-c1ccc(F)cc1	1%	6%	-4%	i	-3%

Molecules above that have bromine:
SMILES	M. tuberculosis	M. tuberculosis HTS	PhoP GFP inhibition	inhibitors of VEEV	influenza NS1A	others
CC(=O)Nc1ccc2c(c1Br)Cc1ccccc1-2	.	.	.	4.4%	5%
Cc1ccc([C@@H]2CC=C(C(=O)O)[C@H](c3ccc(Br)cc3)N2S(=O)(=O)c2ccccc2C)cc1	68%	4%	.	i	-9%
CC(C)Cc1cc(C(=O)Nc2ccc(Br)cc2)no1	?	?	1%	1.5%	-16%
COc1ccc(C(=O)N2[C@@H](C(C)C)COc3cc(Br)ccc3S2(=O)=O)cc1	.	.	.	i	-4%
CCOc1ccc(Br)cc1S(=O)(=O)NC1=NCCCCC1	15%	3%	.	i	-1%

Part of the list above in order of count of non-hydrogen atoms, largest number first.
SMILES	M. tuberculosis	M. tuberculosis HTS	PhoP GFP inhibition	inhibitors of VEEV	influenza NS1A	others
CCCCCc1cc(=O)oc2c(C(CCN3CCCCC3)c3ccc(OC)cc3)c(OC)cc(OC)c12 (stereo unspecified)	?	?	1%	i	19%
COc1ccc(C(=O)N2[C@@H](C(C)C)COc3cc(Br)ccc3S2(=O)=O)cc1	.	.	.	i	-4%
O=[N+]([O-])c1ccc(O)c(/C=N/n2c(-c3ccccc3)n[nH]c2=S)c1	-13%	2%	1%	i	-1%

Continued:
SMILES	M. tuberculosis	M. tuberculosis HTS	PhoP GFP inhibition	inhibitors of VEEV	influenza NS1A	others
O=C(NCCN1CCOCC1)c1cccnc1SCc1ccccc1Cl	2%	1%	-10%	1.2%	-8%
O=C1CC(c2ccccc2)CC(O)=C1C=NCCCN1CCOCC1 (stereo unspecified)	26%	-2%	-3%	0.9%	-7%
O=C(Nc1ccc(Cl)cc1)Nc1ccc(N2CCC(C(F)(F)F)CC2)nc1	7%	2%	-7%	i	2%
O=C(CCN1C(=O)/C(=C\c2ccccc2)SC1=S)N1CCCCC1	?	?	-13%	11%	-3%
Cc1cc(C(=O)N/N=C/c2cc(Cl)cc([N+](=O)[O-])c2O)n[nH]1	4%	0%	14%	1.4%	-7%
O=C(OCc1nc2ccccc2s1)[C@@H]1CCCN1S(=O)(=O)c1ccccc1F	57%	-3%	1%	i	-89%
O=C(COC(=O)c1ccco1)NCC1CCCCC1	.	.	.	0.4%	-5%
COc1cc2c(cc1OC)-c1nnc(-c3cccs3)n1C1(CCCC1)C2	4%	2%	3%	0.3%	-12%
Cn1c(N)c(C(=O)COC(=O)c2cccnc2Cl)c(=O)n(C)c1=O	2%	1%	4%	1.6%	-12%
CC(=O)Nc1ccc(S(=O)(=O)Nc2nc3n(n2)C(c2ccccc2)CC(=O)N3)cc1 (stereo unspecified)	-2%	0%	3%	4.0%	-25%
Cc1ccc2oc(C(=O)N(Cc3ccncc3)CC3CCCO3)c(C)c2c1 (stereo unspecified)	18%	-10%	-10%	6.9%	-6%
CCOc1ccc(C(=O)Nc2ccc(S(=O)(=O)Nc3nccc(C)n3)cc2)cc1OCC	32%	-4%	-1%	2.0%	1%
Cc1c(S(=O)(=O)Nc2ccc3c(c2)OCCO3)c(=O)n(C)c(=O)n1C	-13%	-3%	5%	0.8%	12%
CCC(=O)Nc1nc2n(n1)C(c1ccc(OC)cc1)C=C(c1ccccc1)N2 (stereo unspecified)	2%	1%	-1%	.	.
O=C(COC(=O)c1ccc2ccccc2n1)Nc1ccccc1F	?	23%	.	1.0%	-6%
Cc1ccc(/C=N/NC(=O)CNC(=O)c2ccc(S(=O)(=O)N(C)C)cc2)cc1	4%	-2%	-6%	0.9%	-1%
O=C(Cn1cnc2c(cnn2-c2ccc(F)cc2)c1=O)OCc1ccccc1	-9%	-1%	8%	3.0%	-10%
Clc1cnc2nc(SC/C=C/c3ccccc3)[nH]c2c1	?	-13%	1%	i	.
Cc1cc(OCC(=O)NCC2CCC(C(=O)O)CC2)c2c(C)cc(=O)oc2c1 (stereo unspecified)	13%	-8%	21%	i	9%
CCCCCCCCNC(=S)NCCN1CCCCC1	.	.	.	i	7%
O=C(C1CCC1)N(CCc1ccccc1)Cc1nc2ccccc2c(=O)[nH]1	26%	0%	7%	i	-3%
COc1ccc([C@@H]2CC=C(C(=O)O)[C@H](c3ccc(C)cc3)N2S(=O)(=O)c2ccc(C)cc2)cc1OC	9%	3%	.	0.9%	3%
COc1cc2c(cc1OC)CN(c1ccc(F)cc1[N+](=O)[O-])CC2	9%	-6%	4%	0.8%	14%
CN(C1CCCCC1)S(=O)(=O)c1ccc(S(=O)(=O)N2CCCC2)cc1	-3%	-2%	-9%	0.8%	-6%
CNC(=O)c1ccc(Nc2nnc(-c3ccc(C)c(S(=O)(=O)NCC4CCCO4)c3)c3ccccc23)cc1 (stereo unspecified)	38%	9%	-2%	9.2%	-3%
NC(=O)COc1ccccc1C(=O)O	-4%	2%	-14%	0.3%	-9%
CC(=O)c1ccc(OCc2cc(C(=O)NC(C)c3cnn(C)c3)no2)cc1 (stereo unspecified)	24%	10%	-10%	2.7%	-10%
CCOCC(=O)NCc1ccc2c(c1)cc(C)n2C	36%	-12%	10%	0.2%	6%
CN1CCN(c2ccc(Cl)cc2NC(=O)c2cc(=O)[nH]c3ccccc23)CC1	8%	2%	.	7.0%	-13%
COc1ccccc1-c1nnc(SCC(=O)Nc2ccc(N3CCOCC3)cc2)n1N	11%	1%	.	9.4%	1%
O=C(C1CCC(=O)N(C2CC2)C1)N1CCC(Oc2cccc(C(F)(F)F)c2)CC1 (stereo unspecified)	.	.	.	0.6%	0%
CCOC(=O)C1ON2CCCCC2C1(O)C(F)(F)F (stereo unspecified)	-4%	-6%	-5%	0.4%	-3%
O=c1oc2cc(O)ccc2s1	15%	24%	-4%	0.9%	3%
CCc1nn(CCCC(=O)NCc2ccccc2Br)c(=O)c2cc3occc3n12	4%	-3%	-1%	2.1%	1%
